Source: PubChem
NPY1 pot ag: potentiators or agonists of human neuropeptide Y receptor Y1; activation, % at 3.6 µM; 220,000 tested, 0.37% active; NPY-Y1 expressing cells, potentiator/agonist activation; AID 1304; in the data active = activation above about 33%, passing the limit was not always enough;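 also: cells stimulated with NPY at EC10 then isoproterenol at EC100; 0% = low agonist plus stimulus and 100% = saturating agonist plus stimulus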
NPY-Y2 PAM-ag: potentiators or agonists of human neuropeptide Y receptor Y2; P49146; cells expressing NPY-Y2, potentiator/agonist read-out; activation, % at 3.6 µM; 220,000 tested, 0.45% active; in the data active = activation above about 27%;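 also: cells stimulated with NPY near EC25 plus isoproterenol at EC100; 0% = vehicle plus submaximal agonist and 100% = vehicle plus saturating agonist; some results beyond the cut were filed as inactive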
RBBP9 inhibitor: human RBBP9 hydrolase inhibition | O75884 | recombinant RBBP9, FP-Rh probe fluorescence polarization | inhibition, % at 7.94 µM | 220,000 tested, 0.2% active | AID 1515;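 active = inhibition above the campaign mean of all tested compounds plus 3 SD, cut at about 14% in these data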;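 also: plate controls were DMSO wells with RBBP9 for no effect and wells lacking RBBP9 protein for full effect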
Target sequence (O75884 whole entry, looked up): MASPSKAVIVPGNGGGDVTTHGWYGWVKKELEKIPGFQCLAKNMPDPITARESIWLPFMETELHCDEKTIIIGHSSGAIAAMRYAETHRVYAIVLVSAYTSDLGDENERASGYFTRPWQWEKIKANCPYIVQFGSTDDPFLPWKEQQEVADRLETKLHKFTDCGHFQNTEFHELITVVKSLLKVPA
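Material: RBBP9 protein. Amount: RBBP9 at 2.5 µM in dispensed solution, before mixing. Schedule: 30 min then 45 min, 25 °C. Medium: Tris buffer pH 8.0, NaCl, Pluronic. Measured by: fluorescence polarization. Measure: percent inhibition from mP, scaled between DMSO and no-protein wells. Replication: one well per compound.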
MDM2 E3 inh: inhibitors of human Mdm2 E3 ubiquitin ligase; signal enhancement, % at 5 µM; cell-based MDM2 ubiquitination luciferase reporter, 2 h; 0 = plate control, 100 = twice control, blank-subtracted; 210,000 tested, 0.11% active;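 active = signal enhancement of 30% or more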;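 also: luminescence tracks abundance of the self-degrading MDM2-luciferase fusion protein; higher signal means inhibition of MDM2 E3 ligase activity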
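System: stable MDM2–luciferase fusion reporter cells / Input: 2000 cells seeded into each well / Schedule: 4 h settle plus 2 h compound, 37 °C / Compound: single-point 5 µM / Buffer or medium: cells held in DMEM / Benchmarks: control and blank well means / Evaluation: percent signal gain over controls, blank-subtracted / Measured by: luciferase luminescence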
Runt-SMMHC FRET: Runt domain-CBFb-SMMHC interaction inhibition; Q01196+Q13951; Cerulean-Runt/Venus-CBFb-SMMHC FRET ratio 530/480, 1 h; inhibition, % at 20 µM; 220,000 tested, 0.74% active; AID 1434;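 active = mean inhibition across duplicate retests at 20 µM reaching about 50%, limit read from the data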;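 also: 0% = DMSO wells and 100% = wells with excess untagged CBFb-SMMHC; inhibitors lower the FRET ratio by blocking Runt binding to CBFb-SMMHC; some results filed as inactive read as strong as hits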
Runt-CBFb FRET: inhibitors of human RUNX1 Runt domain binding to CBFb; Q01196+Q13951; Cerulean-Runt/Venus-CBFb FRET ratio 530/480, 1 h; inhibition, % at 20 µM; 220,000 tested, 0.46% active; AID 1496;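 active = inhibition over about 50% at 20 µM in the single-dose screen, limit read from the data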;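 also: 0% = DMSO wells and 100% = excess unlabeled CBFb competitor control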
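Assay system: Cerulean-tagged RUNX1 Runt domain (FRET donor) fusion protein / Amount: 100 nM each of Venus-CBFb and Cerulean-Runt domain / Medium: Tris buffer pH 7.5 with salts and BSA / Also added: Venus-CBFb 100 nM / Schedule: 1 h complex formation plus 1 h compound treatment, room temperature / Signal: FRET fluorescence / Read-out: loss of energy transfer signal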
NPY-Y1 antag: NPY-Y1 (human) receptor antagonism; P25929; AID 1040; inhibition, % at 3.6 µM; 200,000 tested, 1% active; HEK293-CNG Y1 cells, membrane potential fluorescence; NPY at EC95, then isoproterenol;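 active = inhibition above the campaign mean inhibition of all tested compounds plus 3 SD, cut at about 20% in these data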;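 also: 0% = DMSO wells given NPY plus isoproterenol and 100% = isoproterenol alone without NPY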
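Benchmarks – high control isoproterenol alone, low control NPY with isoproterenol · Material – HEK293 Y1/CNG channel cell line · Times – dye 3 h, compound 60 min room temperature, stimulation 45 min · Probe or stimulus – NPY (25 nM), isoproterenol (1 µM), Ro 20-1724 (25 µM) · Evaluation – % inhibition of NPY effect · Signal – fluorescence, membrane potential probe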
Hck-Nef inh: inhibitors of human Hck kinase activated by Nef | Recombinant Hck-YEEI plus Nef, Z-Lyte FRET kinase assay | inhibition, % at 20 µM | 220,000 tested, 0.68% active;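 active = Hck-Nef kinase inhibition above about 50%, limit read from the data; inactive = inhibition below that limit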;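 also: 0% = DMSO with Hck plus Nef and 100% = Hck alone without Nef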
p97 inhibitor: inhibitors of human p97 ATPase. recombinant p97 ATPase, Kinase-Glo ATP luminescence, 3 h. AID 1481. inhibition, % at 8 µM. 220,000 tested, 0.42% active; in the data active = inhibition above about 15%;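 also: 0% = DMSO vehicle and 100% = wells lacking enzyme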
Target sequence (P55072 whole entry, looked up): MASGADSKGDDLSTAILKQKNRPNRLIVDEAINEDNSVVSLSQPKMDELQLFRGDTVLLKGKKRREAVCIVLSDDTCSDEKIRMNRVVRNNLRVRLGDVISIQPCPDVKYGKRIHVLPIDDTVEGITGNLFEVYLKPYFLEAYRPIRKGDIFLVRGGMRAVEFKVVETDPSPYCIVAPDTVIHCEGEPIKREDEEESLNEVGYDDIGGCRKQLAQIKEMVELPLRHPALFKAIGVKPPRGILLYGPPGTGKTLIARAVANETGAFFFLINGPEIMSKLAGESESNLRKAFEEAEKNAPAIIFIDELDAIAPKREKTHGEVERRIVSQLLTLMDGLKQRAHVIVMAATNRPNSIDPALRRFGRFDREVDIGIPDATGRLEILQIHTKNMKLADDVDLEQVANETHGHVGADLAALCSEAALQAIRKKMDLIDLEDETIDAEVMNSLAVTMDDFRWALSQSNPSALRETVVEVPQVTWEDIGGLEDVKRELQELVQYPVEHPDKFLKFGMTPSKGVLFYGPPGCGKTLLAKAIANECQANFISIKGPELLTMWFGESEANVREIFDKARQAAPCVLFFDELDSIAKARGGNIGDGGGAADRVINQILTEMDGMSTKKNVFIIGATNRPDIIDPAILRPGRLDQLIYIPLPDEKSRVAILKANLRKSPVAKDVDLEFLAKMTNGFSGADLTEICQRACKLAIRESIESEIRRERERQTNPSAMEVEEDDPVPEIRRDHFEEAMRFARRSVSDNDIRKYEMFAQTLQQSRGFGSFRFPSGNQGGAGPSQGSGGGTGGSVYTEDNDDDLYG
* hit, by the source's call; . = no result given.

smiles	NPY-Y1 antag	Runt-CBFb FRET	RBBP9 inhibitor	MDM2 E3 inh	Runt-SMMHC FRET	Hck-Nef inh	p97 inhibitor	NPY1 pot ag	NPY-Y2 PAM-ag
CCOc1cc(C(=O)Nc2c3c(nn2C(C)(C)C)CS(=O)C3)cc(OCC)c1OCC (stereo unspecified)	5.1	-3.6	-0.6	0.4	-1.9	0.7	2.2	-16.5	-11.7
Cc1cc(NC(=O)CCC(=O)N(CC(=O)NC2CCCC2)c2ccccc2)no1	4.8	-3.3	-2.2	4.5	4.5	8.7	0.1	-16.9	-5.3
COc1ccc(Nc2nnc(SCc3cn4c(C)cccc4n3)s2)cc1	-3.1	0.1	-7.7	-6.6	-1.4	2.4	3.3	2.5	-2.5
O=c1cc(COc2ccc(Cl)c(Cl)c2)nc2sccn12	.	0.9	0.2	-5.4	-0.1	11.0	2.7	-15.8	-8.2
CCc1ccc(NC(=O)C2CC(=O)N(C(C)C)C2)cc1 (stereo unspecified)	6.3	0.0	-8.0	-10.0	3.7	-0.4	2.6	13.6	7.9
CCOc1ccc(NC(=O)CC2C(=O)N(C)C(=S)N2Cc2ccc3c(c2)OCO3)cc1 (stereo unspecified)	1.3	-3.2	-5.2	2.0	-9.1	3.1	1.1	20.4	7.3
CC(C)(C)CN1CCNC(=O)C1CC(=O)N1CCOc2ccccc2C1 (stereo unspecified)	2.0	-1.3	2.5	-19.8	2.4	-2.5	2.1	14.8	5.4
CCC1CCc2[nH]nc(C(=O)O)c2C1 (stereo unspecified)	6.5	0.0	-3.2	-15.2	0.2	-2.4	0.7	-19.3	-21.3
Cc1ccc(C(=O)N2CCN(c3ncccn3)CC2)cc1S(=O)(=O)N1CCCCC1	7.2	-0.5	-3.8	-7.3	5.8	2.2	2.1	-18.2	2.5
COCCNC(=O)CN(c1ccc(C)cc1)S(=O)(=O)c1ccccc1	5.2	-1.5	-3.5	-13.4	-2.4	2.0	-1.0	0.2	-0.1
Cc1ccn2c(C=O)c(-c3ccc(F)cc3)c(C=O)c2c1	-1.7	0.2	-3.6	-5.3	-1.2	18.9	-1.0	5.6	12.9
Oc1c(C=NCc2ccccc2)sc2ccccc12	1.5	19.5	-10.2	-6.7	64.1*	26.1	-0.2	11.1	12.6
COC(=O)c1ccc(NC(=O)c2ccc(N(C)S(C)(=O)=O)cc2)cc1	-0.4	-0.3	5.1	-12.2	-2.6	0.6	3.1	3.4	-18.2
COCCCN1C(=O)C(=O)/C(=C(/O)c2ccccc2)C1c1ccc2c(c1)OCO2 (stereo unspecified)	7.9	-0.1	-4.9	.	-0.2	1.8	-4.3	16.7	-9.3
O=C1SC(SCc2ccccc2Cl)=N/C1=C\c1ccc(C(=O)O)cc1	-0.6	2.7	-10.1	-11.1	0.7	63.2*	0.3	0.5	8.1
CC(NC(=O)C1CCN(S(=O)(=O)N2CCCCCC2)CC1)c1ccccc1 (stereo unspecified)	-4.0	-0.9	-2.5	-10.2	0.7	1.2	-1.1	8.2	-2.5
O=c1cc(-c2cccc3ccccc23)[nH][nH]1	2.6	-2.4	-4.0	-18.5	1.5	0.0	3.6	-2.0	4.4
CCOC(=O)c1cc(Br)c(=O)n2ccccc12	0.3	3.4	-8.2	-14.4	6.8	3.9	0.0	-4.0	-2.8
O=C(O)c1cccc(OCc2ccccc2Cl)c1	5.6	0.6	-0.7	-5.3	-4.1	9.7	5.7	-38.8	-13.6
COC(=O)Cc1c(C)c2ccc(O)c(CN3CCCC(C)C3)c2oc1=O (stereo unspecified)	2.5	98.1*	-1.2	-11.9	111.6*	75.3*	-0.8	-11.2	5.5
Cc1ccc(C2(CCN)CCOC(C(C)C)C2)cc1 (stereo unspecified)	2.1	-1.3	-4.1	-15.7	-3.9	-0.1	4.5	7.7	-7.2
CN(C)/C=N/NC(=O)c1ccc(Cl)cc1	4.9	1.3	3.8	-8.9	-0.9	1.2	2.6	-3.4	-4.9
CCOC(=O)c1ccoc1CSCC(=O)N1CCN(S(=O)(=O)c2ccc(C)cc2)CC1	1.3	-3.1	-8.0	-6.3	0.1	1.4	-2.3	19.7	-7.1
CCCCOc1ccc(CSCCN)cc1Cl	.	-2.4	-6.0	-8.5	-2.5	18.5	-3.1	-14.0	-18.6
CCN1CCC(CNCc2cn(-c3ccc(OC)cc3)nc2-c2ccccc2Cl)C1 (stereo unspecified)	15.6	0.4	-4.5	2.3	0.3	-2.6	4.5	-23.8	-21.6
CC(=O)Nc1sc(N/N=C\c2ccccc2Cl)nc1-c1cccs1	-4.2	0.7	4.2	-11.2	-5.8	10.7	8.7	9.5	-3.2
CC1(C)Oc2ccc3ccc(=O)oc3c2/C(=C/NCCO)C1=O	-4.2	-1.6	-8.2	-2.6	-5.3	2.9	-0.7	0.0	-15.0
Clc1ccc(Oc2nc(Oc3ccc(Cl)cc3)nc(N3CCOCC3)n2)cc1	3.5	-2.1	3.5	-2.2	5.0	2.5	-6.1	-34.9	-8.1
Cc1noc(C(=O)NCc2ccc(F)cc2)c1Cl	-3.7	0.6	-10.2	-11.3	-1.2	0.6	-5.6	3.0	-4.5
Cc1nc2cc(NC(=O)NCc3ccc4c(c3)OCO4)ccc2o1	-1.8	0.1	-7.0	14.2	4.6	-0.4	-7.4	12.2	-16.1
O=C(c1n[nH]c2ccccc12)N1CCN(c2ccc(F)cc2)CC1	-4.2	0.1	-4.1	-12.1	2.0	-0.2	-0.6	13.4	-1.6
Cc1ccc(S(=O)(=O)CCSC(=N)N)cc1	4.4	1.3	-4.0	-7.3	4.1	-6.1	-0.4	-21.4	-0.8
Cc1[nH]n(-c2ccc(F)cc2)c(=O)c1C=Nc1ccc(S(=O)(=O)N(C)C)cc1	1.5	-2.8	-11.7	8.0	-3.3	-1.4	-0.2	-11.2	-10.7
CCC12C(=O)C(CC)(C(c3ccccc3)=C1c1ccccc1)[C@@H]1C(=O)N(c3ccccc3)C(=O)C12 (stereo partly specified)	13.5	0.5	-9.3	-15.6	4.3	1.0	-5.8	-48.4	-11.6
CCn1nc(C(=O)OC2CCOC2=O)c2ccccc2c1=O (stereo unspecified)	3.3	0.2	-2.4	-13.0	3.0	-1.0	-2.0	-2.9	-12.0
COCCCNc1oc(-c2ccccc2OC)nc1C#N	-0.7	-0.6	-6.7	-13.5	-9.3	1.7	-2.1	-12.4	-23.4
COc1ccc(CCNC2=CC(=O)CC(C)(C)C2)cc1	.	0.5	-8.9	-2.4	-0.1	19.3	6.3	-8.3	1.6
Cc1c(Cl)cccc1NC(=O)COC(=O)c1c2c(nc3ccccc13)CCN(Cc1ccccc1)C2	7.5	-9.6	-14.6	-16.2	-8.7	-1.0	-1.0	-31.8	-2.0
COc1ccccc1OCCOc1ccc(/C=C2/C(=N)N3OC(C)=CC3=NC2=O)cc1OC	1.4	-1.8	-7.1	-10.5	-56.6	88.9*	-2.4	-1.1	0.7
Cc1[nH]cnc1CSCCN	1.0	-5.0	6.3	-9.8	-7.0	6.5	8.1	-15.5	-1.4
O=C(NC1=NCCS1)c1cccc(S(=O)(=O)N2CCCCC2)c1	3.1	-0.6	2.8	.	2.3	2.1	1.8	-11.0	-5.1
CCCCOCCCNC(=O)C1CCCCC1	0.4	-1.5	-4.6	-18.8	1.9	2.1	8.0	2.0	1.8
CC(=O)COc1ccc2c(C)c(-c3ccccc3)c(=O)oc2c1	-5.2	-0.5	-5.9	-15.7	-9.0	16.8	-2.4	4.8	-0.5
O=C1C2C3C=CC(CNS(=O)(=O)c4ccccc4)(O3)C2C(=O)N1c1ccc(Cl)cc1 (stereo unspecified)	-1.4	38.1	-5.4	-0.5	27.3	5.0	2.3	11.6	-6.1
Cc1c(C(=O)NC(=S)Nc2ccccc2N2CCCC2)cccc1[N+](=O)[O-]	7.1	28.1	3.8	-3.5	5.4	10.8	5.6	-8.5	-0.3
C/C(=N\O)c1cc(Cl)ccc1O	.	-2.3	7.8	5.8	2.2	20.9	7.3	0.7	3.0
Cc1cc(NC(=O)Nc2cccc(C(F)(F)F)c2)n(C)n1	-2.8	-0.2	-10.2	-15.9	0.6	11.8	3.7	3.1	0.4
COc1ccccc1-c1cc(C(=O)NC(C)c2ccccc2)no1 (stereo unspecified)	10.1	0.1	-10.0	-2.4	-3.5	3.8	-0.2	-18.8	-20.2
COc1ccc(S(=O)(=O)NCCSc2ccc(C)cc2)cc1OC	8.3	-3.6	-0.3	-13.3	-0.4	2.9	-1.0	-20.3	-16.8
CCCOC(=O)c1ccc(NC(=O)c2cnccn2)cc1	-4.3	0.6	-4.0	.	0.4	1.6	-1.3	21.7	10.7
COC(=O)CSc1nnc(CNC(=O)c2ccc(S(=O)(=O)N3CCCCC3)cc2)n1C	-2.5	2.6	-9.3	.	-1.6	1.4	4.5	16.3	10.7
CCCOc1cccc(C(=O)N(Cc2ccc(OC)c(OC)c2)C2CCS(=O)(=O)C2)c1 (stereo unspecified)	11.8	-0.2	-7.5	-17.3	-0.6	-2.9	-10.4	0.2	-6.6
O=C(NCc1ccccc1)c1ccc(CN2CCOCC2)cc1	-1.7	0.0	-7.3	-13.3	0.4	-0.1	2.2	-18.5	-5.3
CCOC(=O)c1c(NC(=O)COc2ncnc3ccccc23)sc(C)c1C	-3.8	-2.7	-5.9	-7.8	-0.1	4.3	-1.6	-0.6	14.2
Cc1nc(Nc2ccc(F)cc2)[nH]c(=O)c1CCC(C)C	-10.5	0.0	-2.5	-9.9	-4.4	2.9	1.4	12.5	-1.3
O=C(CCC1CCCC1)Nc1cccc(Cc2ccncc2)c1	-1.9	-7.1	-7.9	-6.8	2.1	23.1	3.6	4.0	15.9
N#Cc1c(N2CCOCC2)nc(N2CCCCC2)c2c1CCN(C1CCCCC1)C2	4.5	27.7	-3.9	-16.5	30.3	0.9	1.2	0.9	-3.6
